HSP90 inh: inhibitors of HSP90 luciferase refolding in rabbit reticulocyte lysate; luciferase refolding luminescence, 3 h; inhibition, % at 5.6 µM; 290,000 compounds, 0.91% hits;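 active = inhibition above the screen-wide mean plus 3 SD, computed separately per campaign, cut at about 16% in these data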;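 note: 0% = DMSO wells and 100% = 60 µM geldanamycin wells; inhibitors lower the luminescence because luciferase stays unfolded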
AI-2 QS mod: Vibrio harveyi AI-2 quorum sensing modulation. Vibrio harveyi JMH597 AI-2 luminescence/OD600 ratio, 9 h; hits give low values; strain lacks LuxN and CqsS sensors; 0 = neutral-control median. activity change, % at 7.5 µM. 300,000 compounds, 0.4% hits. AID 2094; in the data active = activity change below about -75%, passing the limit was not always enough; inconclusive = no clear call, values can overlap the other calls;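 note: luminescence divided by OD600 gain over 9 h not by final OD600 alone; inactives centre near 13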
HSF1 inh: HSF1 inhibition. NIH3T3-HGL HSE-luciferase, MG132-induced, luminescence 8 h; hits give low values. activity change, negative = inhibition, % at 7.5 µM (by protocol). 300,000 compounds, 0.77% hits. AID 2098;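 active = more than half of replicate wells show activity change below -50%, luminescence cut by over half; inconclusive = some wells, but at most half, below -50%; inactive = no replicate well below -50%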;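 note: luciferase reports HSF-1 transcriptional activity via heat shock element; 0% = median of DMSO wells and -100% = zero luminescence signal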
IEC-6 tox: counter-screen for KLF5 inhibitors: cytotoxicity in IEC-6 cells; IEC-6 cytotoxicity, luminescence viability; 290,000 compounds, 0.78% hits; inhibition, % at 5 µM; in the data active = inhibition above about 22%;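 note: 0% = plate median of test compound wells and 100% = cytotoxic reference compound wells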
PolyA inhibitor: inhibitors of polyadenylation in S. cerevisiae. S. cerevisiae SKY197-pL101 polyadenylation reporter, beta-gal luminescence; efflux-impaired pdr1/pdr3 knockout yeast; score 100 = 6 SD above DMSO. calls only at 12 µM. 300,000 compounds, 0.02% hits;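 active = lowest replicate activity score at least 50, where 100 means six control SD above control mean; inconclusive = lowest score under 50 but half or more replicates reach 50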;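 note: yeast exposed to compound for 9 h at 30 °C; higher score means more reporter readthrough which indicates perturbed polyadenylation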
GSK3B inh: blocks human GSK3beta kinase activity; GST-GSK3beta kinase, ADP-Glo luminescence, 60 min; hits give low values; AID 2097; 300,000 compounds, 0.038% hits; activity score (negative = inhibition), % at 10 µM;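 active = more than half of replicate wells score below -50%, meaning over 50% inhibition versus plate controls; inconclusive = some replicates but at most half score below -50%; inactive = no replicate scores below -50%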;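 note: 0% = median DMSO wells and -100% = median GW8510 positive control wells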
Target sequence (P49841 whole entry, looked up): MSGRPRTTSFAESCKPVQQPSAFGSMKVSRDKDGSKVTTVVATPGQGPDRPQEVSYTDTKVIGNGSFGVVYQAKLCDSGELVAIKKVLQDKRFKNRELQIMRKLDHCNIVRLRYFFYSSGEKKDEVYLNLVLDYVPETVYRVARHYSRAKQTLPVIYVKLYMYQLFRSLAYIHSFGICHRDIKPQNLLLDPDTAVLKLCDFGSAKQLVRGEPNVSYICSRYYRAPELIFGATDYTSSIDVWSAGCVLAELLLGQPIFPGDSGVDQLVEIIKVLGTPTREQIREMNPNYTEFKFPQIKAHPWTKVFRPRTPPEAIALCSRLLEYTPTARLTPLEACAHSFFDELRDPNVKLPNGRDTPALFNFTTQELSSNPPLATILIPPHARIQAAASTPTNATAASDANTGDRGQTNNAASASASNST
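Test system – GST-tagged human GSK3beta kinase, cell-free · Incubation – 60 min enzyme reaction, room temperature · Signal – ADP-Glo luminescence · Also added – peptide substrate and ATP at 25 µM · Controls – DMSO neutral wells and GW8510 at 20 µM as positive · Buffer or medium – Tris/MgCl2 kinase buffer · Measure – Luminescence-derived activity versus plate DMSO and GW8510 wells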
aSyn UTR inh: MLPCN primary screen, SNCA 5' untranslated region; 300,000 compounds, 0.82% hits; AID 1813; inhibition, % (tested at 7.5 µM); alpha-synuclein 5'UTR reporter, inhibitor activity; in the data active = inhibition above about 60%; inconclusive = no clear call, values can overlap the other calls;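 note: H4 neuroglioblastoma cells stably carrying SNCA 5'UTR luciferase fusion; 0% = DMSO wells and 100% = positive control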
KLF5 inh: inhibitors of KLF5 expression | inhibition, % at 5 µM | 290,000 compounds, 0.23% hits | DLD-1 KLF5 promoter-luciferase reporter, luminescence;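 active = inhibition above a per-plate limit of that plate's mean compound inhibition plus 3 SD, cut at about 60% in these data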;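 note: 0% = DMSO wells and 100% = LY294002 at 200 µM; higher means less KLF5 promoter-driven luciferase light; inactives centre near -14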
GSK3 alpha inh: human GSK-3 alpha kinase inhibition | 320,000 compounds, 0.1% hits | inhibition, % at 10 µM | ADP-Glo luminescence, 60 min | AID 2650;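 in the data active = inhibition above about 50%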;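 note: GST-tagged GSK-3 alpha with peptide substrate and 25 µM ATP; 0% = DMSO neutral wells and 100% = GW8510 positive control wells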
Target sequence (P49840 whole entry, looked up): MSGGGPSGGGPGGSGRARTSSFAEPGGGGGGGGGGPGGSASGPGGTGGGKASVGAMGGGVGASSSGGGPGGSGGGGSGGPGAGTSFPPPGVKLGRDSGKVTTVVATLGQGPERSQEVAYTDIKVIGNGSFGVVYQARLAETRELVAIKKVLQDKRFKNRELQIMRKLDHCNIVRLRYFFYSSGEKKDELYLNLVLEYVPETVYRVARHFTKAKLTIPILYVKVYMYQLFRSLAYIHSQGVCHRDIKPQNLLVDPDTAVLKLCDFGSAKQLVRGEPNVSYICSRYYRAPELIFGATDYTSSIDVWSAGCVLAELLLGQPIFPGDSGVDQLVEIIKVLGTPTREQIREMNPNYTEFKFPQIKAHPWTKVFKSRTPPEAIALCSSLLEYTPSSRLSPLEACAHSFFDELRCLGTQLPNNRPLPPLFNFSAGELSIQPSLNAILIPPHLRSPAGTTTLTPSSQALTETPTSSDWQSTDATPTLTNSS
HSF-1 act: increases HSF-1 driven luciferase reporter signal. NIH3T3-HGL HSF-1 luciferase reporter, MG132, 8 h; 100% = twice DMSO control signal. 300,000 compounds, 1.7% hits. activation, % at 9 µM;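 active = mean replicate activation of at least 50% with a set share of replicates each reaching 50%; inconclusive = only one of those two conditions met; inactive = mean below 50% and too few replicates reaching it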;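 note: 0% = median of the neutral control wells and 100% = twice that signal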
An asterisk follows results filed as active; i = inactive; ? = inconclusive; nt = not tested or not shown.

SMILES	HSP90 inh	AI-2 QS mod	HSF1 inh	IEC-6 tox	PolyA inhibitor	GSK3B inh	aSyn UTR inh	KLF5 inh	GSK3 alpha inh	HSF-1 act
Cc1cc(NC(=O)Nc2cccc(Cl)c2)n(-c2ccccc2)n1	1.1	22.9	1.9	1.2	i	0.5	-11.0	5.2	0.2	3.9
CCOC(=O)CNC(=O)CSc1nc(-c2ccc(OC)cc2)ns1	-5.6	9.2	-0.6	-7.4	i	0.4	-10.6	-45.7	-1.7	7.3
COc1ccc(Br)cc1/C=N/NC(=O)c1cc(OC)c(OC)c(OC)c1	-2.4	11.9	-1.8	17.8	i	-1.9	-1.5	31.7	-2.8	9.6
CC(C)C(=O)NC(NCC1CCCO1)C(Cl)(Cl)Cl (stereo unspecified)	-0.5	12.0	-1.8	-2.2	i	-0.1	-2.1	-28.3	-0.2	-8.9
Cc1ccc(C(=O)CSc2ccccn2)cc1	0.9	13.5	30.8	-0.8	i	-2.8	-191.2	-114.3	0.8	53.3*
COc1ccc(CCN(CC(=O)NC2CCCC2)C(=O)Cn2nnc(-c3ccc(C)o3)n2)cc1OC	1.3	28.0	-3.2	-1.7	i	-7.2	-1.9	-5.0	-3.7	0.6
Cc1scc(C(=O)N/N=C/c2ccc([N+](=O)[O-])o2)c1C	-0.6	-90.9*	5.9	0.1	i	8.9	84.8*	-37.8	-0.8	0.4
CCCNC(=O)Cn1cnc([N+](=O)[O-])n1	-3.3	22.0	3.6	3.0	i	-0.6	0.8	2.3	-2.4	-3.5
O=C(COC(=O)c1cnccn1)NCc1ccc(Cl)cc1	-1.6	13.8	-7.3	-3.8	i	2.2	1.8	-35.5	0.1	4.1
O=C(CCCCCCN1C(=O)c2ccccc2C1=O)N1CCC(c2ccccc2)C1 (stereo unspecified)	1.2	7.8	-64.2*	-3.3	i	1.2	-3.9	-9.2	4.7	-71.4
CN(Cc1ccccc1)c1ncnc2c1cnn2-c1ccccc1	-2.0	50.9	44.7	4.3	i	-0.2	-168.7	-98.2	0.1	48.5
CCOC(=O)Cc1nnc(NC(=O)CC)s1	1.1	23.0	-6.0	-4.5	i	0.0	-38.5	-24.9	-1.5	5.4
CCOC(CCNC(=O)CCC(=O)Nc1ccc2nc(N3CCN(C)CC3)cc(C)c2c1)OCC	-5.7	2.6	5.1	-1.9	i	0.2	0.2	-20.7	-1.6	-14.3
COc1ccc(OC)c(NC(=O)c2nc3ccccc3s2)c1	-0.6	16.8	7.0	5.8	i	-0.3	-168.0	-30.2	13.7	41.5
O=C(O)c1ccc(-n2nnnc2SCc2cccc(Br)c2)cc1	0.6	23.9	-1.2	-0.9	i	1.8	-4.3	4.3	-3.1	0.7
Cc1cc(C(=O)N2CCCC(N3CCN(c4ccccc4C)CC3)C2)nc(C)n1 (stereo unspecified)	0.4	8.2	-3.2	-4.5	i	2.5	6.9	-19.7	-1.5	10.0
COc1ccc(NC(=O)CN(C)C(=O)CCCc2nc3ccccc3c(=O)[nH]2)cc1	nt	nt	-3.3	nt	i	nt	7.0	nt	-0.7	-8.0
CC1CCN(CCC(=O)N2CCCc3c2c(=O)oc2ccc(O)cc32)CC1	2.2	17.9	0.4	0.3	i	-0.8	-13.7	-20.3	9.0	-8.7
Cc1nn(S(=O)(=O)c2ccccc2)c(C)c1S(=O)(=O)N1CCC(C)CC1	-0.8	15.7	-1.9	-2.6	i	-3.7	20.9	-38.3	0.1	-2.8
Clc1ccc(-c2nnc(-c3cccnc3)o2)cc1	2.0	-2.2	11.5	-5.1	i	1.7	-138.5	-120.8	-3.3	11.2
Cc1ccc(OCc2ccc(C(=O)N3CCCC3)o2)c([N+](=O)[O-])c1	-6.0	11.0	8.7	-2.2	i	1.9	4.3	-11.9	0.1	9.8
O=C(CSc1nnc(-c2cccs2)n1-c1cccc(Cl)c1)c1cccc2c1OCCO2	-0.8	9.9	6.2	-2.3	i	0.3	-4.9	-32.8	-1.5	45.7
COc1ccccc1NC(=O)CSc1nnc(CNC(=O)COc2ccc(Cl)cc2)o1	4.4	18.6	16.1	-3.6	i	2.0	5.3	-1.7	1.3	17.5
CCC(=O)Nc1cccc(Oc2nc(C)cc(C)c2C#N)c1	-3.6	-29.4	-6.1	0.7	i	-1.2	-2.7	-20.2	-1.0	-0.5
Cc1ccc(O)c(N=Nc2ccccc2)n1	nt	34.3	21.6	nt	i	1.2	-38.1	nt	-1.4	36.9
COc1cccc(Nc2nc(=O)[nH]nc2C)c1	-2.1	2.9	-7.3	0.6	i	1.0	-3.9	4.4	8.8	-6.6
CCOC(=O)/C(C#N)=C\c1cc(C)n(-c2ccccc2)c1C	49.9*	14.7	-62.8*	3.8	i	-0.9	-51.5	-37.9	-5.1	-68.7
Cn1cccc1/C=N/NC(=O)c1cccc(OC(F)(F)C(F)F)c1	4.4	11.5	3.5	4.3	i	2.0	-59.5	-35.8	-1.5	-2.8
Cc1cc(C)n(S(=O)(=O)c2ccc(F)cc2)n1	0.6	27.3	-4.9	-9.2	i	-0.3	0.5	-15.4	-1.7	5.2
COc1ccc(CCN2CC(C(=O)N3CCCCCC3)CCC2=O)cc1 (stereo unspecified)	-4.4	45.9	-8.4	-2.3	i	1.6	-14.0	-14.6	-0.4	-22.3
COc1ccc(S(=O)(=O)NC2CCCCC2)cc1C(=O)N1CCCCC1	-4.2	11.8	-1.6	-5.8	i	0.8	15.5	-21.1	-3.4	0.0
COC(=O)c1ccccc1NC(=O)C1COc2ccccc2O1 (stereo unspecified)	1.5	12.3	8.3	0.5	i	-0.9	-24.0	-30.0	1.8	20.1
COc1ccc(-c2nnc(CSc3nnc(-c4ccncc4)n3C3CCCCC3)o2)cc1OC	-2.8	30.3	-1.5	-0.1	i	2.6	49.1	20.1	-1.2	2.4
COC(=O)c1sccc1NC(=O)CSc1ccc(Cl)cc1	-2.6	13.0	18.5	-2.8	i	-3.9	8.9	-15.2	-0.6	20.9
Cc1cccc(Cn2c(N(C)CCO)nc3c2c(=O)[nH]c(=O)n3C)c1	2.0	-10.0	-0.4	5.9	i	0.3	18.7	-6.6	0.8	1.9
CCN(Cc1cnn(C)c1)Cc1nc(Cc2ccccc2Cl)no1	1.4	3.7	3.1	-6.5	i	4.4	-23.5	-29.4	4.1	13.8
Cc1cc(C(=O)O)cc(S(=O)(=O)NNC(=O)c2cccs2)c1C	-0.7	5.9	2.6	-1.8	i	2.5	0.0	-1.7	-3.1	-3.8
Fc1ccc(NC(=S)Nc2cccnc2)cc1Cl	-4.6	16.0	13.8	6.8	i	3.5	-31.1	-2.0	-2.5	19.2
CCN1C(=O)CC(N2CCN(c3ccc(C(=O)c4ccncc4)cc3)CC2)C1=O (stereo unspecified)	-3.2	10.0	-7.0	-3.1	i	-0.3	7.6	-7.8	-0.5	-8.2
CC(C)(C)C(=O)Nc1ccc2c(c1)OCCOCCOc1cc(NC(=O)C(C)(C)C)ccc1OCCOCCO2	-1.9	29.4	-6.9	-5.0	i	0.1	21.2	-38.2	1.7	5.0

An excerpt of these results, field by field:
O=C(CSc1nnc(-c2cccs2)n1-c1cccc(Cl)c1)c1cccc2c1OCCO2
  HSP90 inh: -0.8
  AI-2 QS mod: 9.9
  HSF1 inh: 6.2
  IEC-6 tox: -2.3
  PolyA inhibitor: i
  GSK3B inh: 0.3
  aSyn UTR inh: -4.9
  KLF5 inh: -32.8
  GSK3 alpha inh: -1.5
  HSF-1 act: 45.7

CCN1C(=O)CC(N2CCN(c3ccc(C(=O)c4ccncc4)cc3)CC2)C1=O (stereo unspecified)
  HSP90 inh: -3.2
  AI-2 QS mod: 10.0
  HSF1 inh: -7.0
  IEC-6 tox: -3.1
  PolyA inhibitor: i
  GSK3B inh: -0.3
  aSyn UTR inh: 7.6
  KLF5 inh: -7.8
  GSK3 alpha inh: -0.5
  HSF-1 act: -8.2

COC(=O)c1sccc1NC(=O)CSc1ccc(Cl)cc1
  HSP90 inh: -2.6
  AI-2 QS mod: 13.0
  HSF1 inh: 18.5
  IEC-6 tox: -2.8
  PolyA inhibitor: i
  GSK3B inh: -3.9
  aSyn UTR inh: 8.9
  KLF5 inh: -15.2
  GSK3 alpha inh: -0.6
  HSF-1 act: 20.9

Next section:
SMILES	HSP90 inh	AI-2 QS mod	HSF1 inh	IEC-6 tox	PolyA inhibitor	GSK3B inh	aSyn UTR inh	KLF5 inh	GSK3 alpha inh	HSF-1 act
CC(=O)C(Cc1ccc(Cl)nc1)(Cc1ccc(Cl)nc1)C(C)=O	0.9	nt	-2.1	-1.7	i	nt	5.9	-6.8	-1.7	11.3
COc1cc(C(=O)NCc2nnc(SCC(=O)Nc3cc(C)cc(C)c3)o2)cc(OC)c1OC	-1.2	18.5	-55.8*	2.1	i	3.2	1.0	-18.2	3.4	-66.8
COc1ccc(C2=NS(=O)(=O)N(C)C(C(=O)N3CCN(C)CC3)=C2)cc1	0.0	10.2	-3.2	10.6	i	2.6	-10.1	10.8	-1.8	-13.2
CC1C(=O)Nc2ccccc2N1C(=O)c1ccc(F)cc1F (stereo unspecified)	0.7	2.9	-0.4	1.3	i	1.3	12.0	-3.3	-0.8	14.0
CC(C)CCSc1nc2ccccc2[nH]1	-2.1	16.6	48.0	0.9	i	-4.7	-106.6	-141.0	-1.3	64.5*
C/C(=N\NC(=O)c1ccc(-c2ccccc2)cc1)c1ccco1	0.4	33.0	-5.3	-2.3	i	0.9	-53.0	-42.7	-1.2	-7.1
COc1ccc(NC(=O)CSc2sc3c(O)cc(=O)[nH]c3c2C#N)c(OC)c1	-0.7	-16.0	-5.3	-11.1	i	-4.2	-3.7	-9.2	-0.8	-2.8
CC(=O)Nc1ccc(S(=O)(=O)N2CCN(c3cccc(C)c3C)CC2)cc1	0.6	39.3	1.1	4.7	i	4.3	-1.6	-17.6	-4.5	-13.7
O=C(Nc1ccc(F)cc1)c1csc(Cc2ccccc2)n1	0.9	11.2	37.6	-3.8	i	1.1	-110.1	-15.6	-3.1	59.0*
Cc1ccc(N(CC(O)Cn2nc(C)cc2C)S(=O)(=O)c2ccc3ccccc3c2)cc1 (stereo unspecified)	-3.2	329.1	5.2	4.2	i	-2.2	25.5	4.2	-0.6	7.8
CCCCCCCSc1nsc(N)n1	0.0	1.2	18.4	-2.1	i	1.6	-29.1	-41.0	-0.3	?
Cc1ccc2[nH]c(-c3ccccc3)c(CN3CCOCC3)c(=O)c2c1	0.9	26.0	-8.6	-1.6	i	1.1	23.3	-7.2	nt	-10.5
Cn1c(=O)c2c(O)cc(=O)n(-c3ccccc3)c2n(C)c1=O	-5.0	nt	-2.1	-1.9	i	nt	2.4	5.3	-1.5	-20.6
COc1ccc(Cn2nnnc2CN2CCC(O)(c3ccc(F)cc3)CC2)cc1	-1.0	16.0	-8.5	1.5	i	2.8	-1.6	5.0	1.9	2.8

Compound activity (PubChem)

These rows are one share of the data; the hit share may differ from the screen's.
